Screening data: PubChem BioAssay, several laboratories
RAM network inh – inhibitors of the yeast RAM network; 190,000 compounds, 1.8% hits; S. cerevisiae dse1pr::URA3 reporter, 5-FOA growth OD615, 2 d; analog-sensitive cbk1-as2 kinase mutant strain; inhibition, % at 50 µM; AID 868;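 active = inhibition above a set limit, 3 SD over mean compound inhibition, cut at about 8.4% in these data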;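 note: 0% = DMSO-only wells with no growth and 100% = 10 µM 1-NA-PP1 full growth; inhibition rescues growth on 5-FOA so higher OD means more RAM inhibition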
Hsp70 act – switches on Hsp70 transcription; HeLa Hsp70 promoter luciferase reporter, luminescence; scaled: vehicle 0, proteasome-inhibitor control 100%; activation, % at 10 µM; 200,000 compounds, 0.04% hits;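 active = activation above the mean across all tested compounds plus 3 SD, cutoff set per campaign, cut at about 5.5% in these data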;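 note: 100% = MG132 at 30 µM as the positive control and 0% = DMSO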
FLuc inh counter – Photinus pyralis luciferase inhibition counter-screen; inhibition, % at 10 µM; 200,000 compounds, 1.5% hits; AID 1006; ATPLite firefly luciferase biochemical luminescence, 10 min;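 active = inhibition above about 50% when tested at 10 µM, limit read from the data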
Target sequence (P08659 whole entry, looked up): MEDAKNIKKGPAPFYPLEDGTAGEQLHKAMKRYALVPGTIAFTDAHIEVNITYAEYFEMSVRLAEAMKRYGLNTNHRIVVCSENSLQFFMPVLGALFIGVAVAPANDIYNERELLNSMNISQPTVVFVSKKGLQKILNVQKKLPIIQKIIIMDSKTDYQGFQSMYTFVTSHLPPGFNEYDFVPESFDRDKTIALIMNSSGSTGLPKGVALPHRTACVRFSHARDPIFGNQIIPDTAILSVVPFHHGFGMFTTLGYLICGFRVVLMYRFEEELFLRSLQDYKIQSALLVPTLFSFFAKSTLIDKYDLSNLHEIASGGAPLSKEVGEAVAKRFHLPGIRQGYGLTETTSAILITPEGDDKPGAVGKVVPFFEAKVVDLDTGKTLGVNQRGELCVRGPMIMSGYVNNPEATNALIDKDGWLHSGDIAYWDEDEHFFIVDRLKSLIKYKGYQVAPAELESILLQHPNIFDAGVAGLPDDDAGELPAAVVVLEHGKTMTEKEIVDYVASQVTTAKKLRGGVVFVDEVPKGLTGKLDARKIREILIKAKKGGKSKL
APP 5'UTR act – APP 5'UTR luciferase reporter activation. SH-SY5Y APP 5'UTR luciferase reporter, luminescence; zero percent = DMSO vehicle wells. activation, % at 2 µM. 190,000 compounds, 1% hits. AID 1276;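 active = activation above a set limit, based on mean plus 3 SD of controls, cut at about 140% in these data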; note: values of inactives mirror those of a sister screen read the other way
STAT1 blocker – STAT1 signaling inhibition; 200,000 compounds, 0.35% hits; inhibition, % at 5.5 µM; NIH 3T3 STAT1-luciferase reporter, IFN-gamma, luminescence;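 active = inhibition above a set limit, the mean inhibition across all tested compounds plus 3 SD, cut at about 34% in these data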;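 note: 0% = IFN-gamma with DMSO and 100% = IFN-gamma with 300 µM nifuroxazide; values of inactives mirror those of a sister screen read the other way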
STAT1 act – increases IFN-gamma driven STAT1 reporter signal. NIH 3T3 STAT1-luciferase reporter, luminescence; 100% = IFN-gamma alone, no compound. 200,000 compounds, 2.6% hits. activation (% of control), % at 5.5 µM;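 active = activation above the screen-wide mean activation plus 3 SD, cut at about 130% in these data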;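 note: raw ratio to IFN-gamma control signal so 100% means no change and 0% no light; values of inactives mirror those of a sister screen read the other way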
STAT3 inh – STAT3 signaling inhibition; inhibition, % at 5.5 µM; U3A cells, IL-6 STAT3-luciferase reporter, luminescence; host cell line lacks STAT1; 190,000 compounds, 0.89% hits;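 active = inhibition above the mean inhibition across all screened compounds plus 3 SD, cut at about 44% in these data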;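 note: 0% = DMSO only wells and 100% = 100 µM nifuroxazide control wells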
NF-kB expr up – raises NF-kB expression in human neuronal cells | fold change at 12.5 µM | AID 1239 | 190,000 compounds, 1.6% hits | NF-kB reporter expression; active compounds read high; in the data active = fold change above about 3.3
APP transl inh – APP translation inhibition. SH-SY5Y APP 5'UTR-luciferase reporter, luminescence. inhibition, % at 2 µM. 190,000 compounds, 0.82% hits;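 active = inhibition above a set limit, derived from the sample mean plus 3 SD, cut at about 45% in these data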; note: values of inactives mirror those of a sister screen read the other way
STAT3 activator – STAT3 signaling activation. 190,000 compounds, 0.91% hits. AID 871. U3A cells, IL-6 STAT3-luciferase reporter, luminescence; 100% = signal with IL-6 EC80 alone. activation (% of control), % at 5.6 µM;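 active = activation above the screen-wide mean of compound activation plus 3 SD, cut at about 130% in these data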;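 note: 0% = background luminescence of wells with medium and substrate only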
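System – human U3A cells carrying STAT3-luciferase construct · Probe or stimulus – Interleukin-6, 33 ng/mL · Schedule – compound 1 h, then IL-6 6 h at 37 °C · Signal – luminescence from STAT3-driven luciferase reporter · Evaluation – percent of IL-6-only median luminescence · Benchmarks – IL-6-only high control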
An asterisk follows results filed as active.

Results for CN(C1CC(C)(C)N(O)C(C)(C)C1)S(=O)(=O)CC12CCC(CC1=O)C2(C)C (stereo not drawn) ?
RAM network inh: -1.6; Hsp70 act: 0.0; FLuc inh counter: -3.4; APP 5'UTR act: -6.0; STAT1 blocker: -2.0; STAT1 act: 98.8; STAT3 inh: 9.3; NF-kB expr up: 1.04; APP transl inh: 6.0; STAT3 activator: 96.1

What do the screens show for `O=C(CN1C(=O)CCS(=O)(=O)c2ccccc21)Nc1cccc(F)c1`?
RAM network inh: -1.3; Hsp70 act: -0.3; FLuc inh counter: -4.6; APP 5'UTR act: -16.8; STAT1 blocker: -6.1; STAT1 act: 106.4; STAT3 inh: 5.4; NF-kB expr up: 1.41; APP transl inh: 16.8; STAT3 activator: 95.6

What do the screens show for `CCOC(=O)c1ccc(NS(=O)(=O)c2ccc3[nH]c(=O)[nH]c3c2)cc1`?
RAM network inh: -0.3; Hsp70 act: -0.1; FLuc inh counter: -7.8; APP 5'UTR act: -9.8; STAT1 blocker: 6.4; STAT1 act: 94.1; STAT3 inh: -2.3; NF-kB expr up: 0.97; APP transl inh: 9.8; STAT3 activator: 104.3

What do the screens show for `CCCNCC(O)Cn1c2ccccc2n2c(=O)cc(C)c(C#N)c12` (stereo not drawn)?
RAM network inh: -1.4; Hsp70 act: -0.1; FLuc inh counter: -4.9; APP 5'UTR act: 0.3; STAT1 blocker: 5.0; STAT1 act: 95.5; STAT3 inh: -15.0; NF-kB expr up: 0.5; APP transl inh: -0.3; STAT3 activator: 114.5

How did O=C1CCCc2nc(N3CCc4ccccc43)ncc21 do in these assays?
RAM network inh: 0.8; Hsp70 act: -0.1; FLuc inh counter: 64.6*; APP 5'UTR act: 88.6; STAT1 blocker: -54.8; STAT1 act: 150.0*; STAT3 inh: 13.3; NF-kB expr up: 8.02*; APP transl inh: -88.6; STAT3 activator: 93.2

Results for COC(=O)c1ccc(C2/C(=C(\O)c3cccc(OC)c3)C(=O)C(=O)N2CCCN(C)C)cc1 (stereo not drawn) ?
RAM network inh: 0.5; Hsp70 act: -0.2; FLuc inh counter: -7.4; APP 5'UTR act: -4.0; STAT1 blocker: -5.4; STAT1 act: 104.9; STAT3 inh: 6.3; NF-kB expr up: 1.17; APP transl inh: 4.0; STAT3 activator: 97.7

What do the screens show for `CCO[C@@H]1OC(C(=O)NCc2ccccc2)=C[C@H](c2ccc(C(F)(F)F)cc2)[C@H]1CCCO`?
RAM network inh: 5.0; Hsp70 act: -0.4; FLuc inh counter: 4.5; APP 5'UTR act: 16.0; STAT1 blocker: -10.3; STAT1 act: 111.1; NF-kB expr up: 1.08; APP transl inh: -16.0

Results for O=C(Oc1cccnc1)c1ccco1 ?
RAM network inh: 2.6; Hsp70 act: 0.4; FLuc inh counter: 0.1; APP 5'UTR act: -45.7; STAT1 blocker: 1.8; STAT1 act: 98.3; STAT3 inh: 3.5; NF-kB expr up: 1.21; APP transl inh: 45.7*; STAT3 activator: 100.0

What do the screens show for `COc1cc(C(=O)NC(CCSC)C(=O)OCC(=O)C(C)(C)C)cc(OC)c1OC` (stereo not drawn)?
RAM network inh: 2.0; Hsp70 act: -0.4; FLuc inh counter: 0.4; APP 5'UTR act: 30.8; STAT1 blocker: 6.3; STAT1 act: 93.7; STAT3 inh: 1.8; NF-kB expr up: 1.68; APP transl inh: -30.8; STAT3 activator: 100.3

How did Cc1ccc(S(=O)(=O)N(C)C)cc1NC(=O)CN1C(=O)NC2(CCCc3ccccc32)C1=O (stereo not drawn) do in these assays?
RAM network inh: 0.9; Hsp70 act: -0.3; FLuc inh counter: -5.5; APP 5'UTR act: -4.5; STAT1 blocker: 6.8; STAT1 act: 94.0; STAT3 inh: 8.1; NF-kB expr up: 1.25; APP transl inh: 4.5; STAT3 activator: 94.9

How did CCc1ccc(NC(=O)CSc2nc3ccccc3c(=O)n2CCCN2CCC(C)CC2)cc1 do in these assays?
RAM network inh: 1.5; Hsp70 act: 0.0; FLuc inh counter: -5.5; APP 5'UTR act: 5.9; STAT1 blocker: -3.6; STAT1 act: 102.6; STAT3 inh: -0.9; NF-kB expr up: 0.79; APP transl inh: -5.9; STAT3 activator: 112.4

How did CN1CCN(C(=O)Cn2c(=O)oc3cc(S(=O)(=O)NCc4ccccc4)ccc32)CC1 do in these assays?
RAM network inh: 0.2; Hsp70 act: -0.3; FLuc inh counter: -4.5; APP 5'UTR act: 6.0; STAT1 blocker: -1.6; STAT1 act: 101.5; STAT3 inh: 10.7; NF-kB expr up: 1.26; APP transl inh: -6.0; STAT3 activator: 98.2

What do the screens show for `COC(=O)c1cc(NS(=O)(=O)c2ccc(NC(C)=O)cc2)cc(C(=O)OC)c1`?
RAM network inh: 2.1; Hsp70 act: -0.4; FLuc inh counter: -7.7; APP 5'UTR act: -10.8; STAT1 blocker: -4.9; STAT1 act: 104.5; STAT3 inh: 0.7; NF-kB expr up: 1.33; APP transl inh: 10.8; STAT3 activator: 103.5

How did COc1ccccc1C(=O)NNC(=O)CCCN1C(=O)/C(=C/c2cccs2)SC1=S do in these assays?
RAM network inh: 2.3; Hsp70 act: -0.4; FLuc inh counter: -1.5; APP 5'UTR act: -11.5; STAT1 blocker: 3.4; STAT1 act: 96.9; STAT3 inh: 24.2; NF-kB expr up: 1.02; APP transl inh: 11.5; STAT3 activator: 82.5

Results for Cc1cc2ccccc2n1CCNC(=O)Cc1cccc2ccccc12 ?
RAM network inh: 5.8; Hsp70 act: -0.4; FLuc inh counter: -3.2; APP 5'UTR act: -4.8; STAT1 blocker: 6.4; STAT1 act: 94.2; STAT3 inh: -0.4; NF-kB expr up: 1.14; APP transl inh: 4.8; STAT3 activator: 107.8

What do the screens show for `O=c1c2[nH]c3ccc(F)cc3c2ncn1CCCN1CCOCC1`?
RAM network inh: 0.0; Hsp70 act: -0.4; FLuc inh counter: -0.8; APP 5'UTR act: 0.9; STAT1 blocker: 1.9; STAT1 act: 98.2; STAT3 inh: 1.2; NF-kB expr up: 1.25; APP transl inh: -0.9; STAT3 activator: 102.2

What do the screens show for `Cc1cc(C)n2nc(CC#N)c(C#N)c2n1`?
RAM network inh: 2.5; Hsp70 act: 0.2; FLuc inh counter: -1.7; APP 5'UTR act: -8.7; STAT1 blocker: 2.5; STAT1 act: 97.8; STAT3 inh: 8.0; NF-kB expr up: 1.08; APP transl inh: 8.7; STAT3 activator: 100.3

What do the screens show for `CC(=O)c1c(C)[nH]c(C(=O)OCn2nnc3ccccc3c2=O)c1C`?
RAM network inh: 3.4; Hsp70 act: 0.2; FLuc inh counter: -6.2; APP 5'UTR act: -13.2; STAT1 blocker: 9.7; STAT1 act: 91.2; STAT3 inh: 36.3; NF-kB expr up: 1.06; APP transl inh: 13.2; STAT3 activator: 71.1

What do the screens show for `COC(=O)COc1ccc(/C=C2/NC(=O)N(CC(=O)OC)C2=O)cc1`?
RAM network inh: 3.5; Hsp70 act: 0.3; FLuc inh counter: -6.0; APP 5'UTR act: 20.2; STAT1 blocker: -1.6; STAT1 act: 100.6; STAT3 inh: 14.7; NF-kB expr up: 0.99; APP transl inh: -20.2; STAT3 activator: 96.7

Results for N#C/C(=C\c1ccc(N2CCCCC2)c([N+](=O)[O-])c1)c1nn(-c2ccccc2)c(N)c1C#N ?
RAM network inh: 4.4; Hsp70 act: -0.2; FLuc inh counter: -1.4; APP 5'UTR act: 10.5; STAT1 blocker: 0.8; STAT1 act: 99.3; STAT3 inh: -9.6; NF-kB expr up: 0.95; APP transl inh: -10.5; STAT3 activator: 105.7

How did COc1ccccc1N(C)S(=O)(=O)c1ccc(C(=O)O)cc1 do in these assays?
RAM network inh: 1.4; Hsp70 act: -0.1; FLuc inh counter: -7.5; APP 5'UTR act: 13.7; STAT1 blocker: 2.7; STAT1 act: 95.3; STAT3 inh: -1.6; NF-kB expr up: 1.11; APP transl inh: -13.7; STAT3 activator: 102.5

How did CN(C)CCNC(NC(=O)c1cccs1)C(Cl)(Cl)Cl (stereo not drawn) do in these assays?
RAM network inh: 2.3; Hsp70 act: -0.3; FLuc inh counter: -4.1; APP 5'UTR act: 1.1; STAT1 blocker: -2.2; STAT1 act: 102.0; STAT3 inh: -3.8; NF-kB expr up: 1.09; APP transl inh: -1.1; STAT3 activator: 102.0

Results for C/C=C(\C)CN1CCN(c2cc(C)ccc2C)CC1 ?
RAM network inh: 0.0; Hsp70 act: -0.2; FLuc inh counter: -0.7; APP 5'UTR act: -2.5; STAT1 blocker: -3.0; STAT1 act: 102.8; STAT3 inh: 9.5; NF-kB expr up: 1.22; APP transl inh: 2.5; STAT3 activator: 96.3

How did COc1ccc(C(=O)n2ncc(C#N)c2N)cc1 do in these assays?
RAM network inh: 0.3; Hsp70 act: -0.1; FLuc inh counter: 1.9; APP 5'UTR act: -0.4; STAT1 blocker: 9.6; STAT1 act: 90.9; STAT3 inh: 2.1; NF-kB expr up: 0.96; APP transl inh: 0.4; STAT3 activator: 102.3

What do the screens show for `CCC(=O)Nc1c(S(=O)(=O)c2ccccc2)c2nc3ccccc3nc2n1Cc1ccccc1`?
RAM network inh: 2.8; Hsp70 act: -0.5; FLuc inh counter: -6.4; APP 5'UTR act: 6.6; STAT1 blocker: 6.4; STAT1 act: 94.3; STAT3 inh: -17.6; NF-kB expr up: 1.25; APP transl inh: -6.6; STAT3 activator: 112.4

Results for O=C(O)c1cc(N2C(=O)C3C4C=CC(C4)C3C2=O)ccc1N1CCOCC1 (stereo not drawn) ?
RAM network inh: 0.4; Hsp70 act: 0.1; FLuc inh counter: -5.5; APP 5'UTR act: -10.4; STAT1 blocker: 0.8; STAT1 act: 97.5; STAT3 inh: 8.0; NF-kB expr up: 1.37; APP transl inh: 10.4; STAT3 activator: 95.1

Results for CCOc1ccc(-c2nc3n(c(=O)c2C#N)CCS3)cc1 ?
RAM network inh: 1.9; Hsp70 act: -0.2; FLuc inh counter: -1.8; APP 5'UTR act: 7.8; STAT1 blocker: -8.5; STAT1 act: 106.1; STAT3 inh: 14.4; NF-kB expr up: 0.92; APP transl inh: -7.8; STAT3 activator: 89.6

What do the screens show for `CSc1cccc(CN2CCC(CO)(Cc3cccc(C(F)(F)F)c3)CC2)c1`?
RAM network inh: -0.2; Hsp70 act: 0.1; FLuc inh counter: 3.3; APP 5'UTR act: -13.5; STAT1 blocker: -4.4; STAT1 act: 102.5; STAT3 inh: 0.9; NF-kB expr up: 1.07; APP transl inh: 13.5; STAT3 activator: 103.0

How did Cc1nn(CC(=O)Nc2ccc(C(=O)N3CCCC3)cc2)c(=O)c2ccccc12 do in these assays?
RAM network inh: 1.6; Hsp70 act: -0.3; FLuc inh counter: -5.8; APP 5'UTR act: -27.3; STAT1 blocker: 10.8; STAT1 act: 88.5; STAT3 inh: -3.4; NF-kB expr up: 0.98; APP transl inh: 27.3; STAT3 activator: 106.6

What do the screens show for `Cc1cc(C)c(C(=O)CSc2nc(C)cc(C)c2C(N)=O)c(C)c1`?
RAM network inh: 5.8; Hsp70 act: -0.5; FLuc inh counter: -2.4; APP 5'UTR act: 10.8; STAT1 blocker: -0.9; STAT1 act: 100.8; STAT3 inh: 12.7; NF-kB expr up: 1.06; APP transl inh: -10.8; STAT3 activator: 93.2
